# High-throughput results from PubChem BioAssay.
# MDM2 E3 inh – inhibitors of human Mdm2 E3 ubiquitin ligase | cell-based MDM2 ubiquitination luciferase reporter, 2 h; 0 = plate control, 100 = twice control, blank-subtracted | actives 0.11% (n = 210,000) | signal enhancement, % at 5 µM;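 active = signal enhancement of 30% or more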;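 also: luminescence tracks abundance of the self-degrading MDM2-luciferase fusion protein; higher signal means inhibition of MDM2 E3 ligase activity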
# Target sequence (Q00987 whole entry, looked up, the tested form may be a part): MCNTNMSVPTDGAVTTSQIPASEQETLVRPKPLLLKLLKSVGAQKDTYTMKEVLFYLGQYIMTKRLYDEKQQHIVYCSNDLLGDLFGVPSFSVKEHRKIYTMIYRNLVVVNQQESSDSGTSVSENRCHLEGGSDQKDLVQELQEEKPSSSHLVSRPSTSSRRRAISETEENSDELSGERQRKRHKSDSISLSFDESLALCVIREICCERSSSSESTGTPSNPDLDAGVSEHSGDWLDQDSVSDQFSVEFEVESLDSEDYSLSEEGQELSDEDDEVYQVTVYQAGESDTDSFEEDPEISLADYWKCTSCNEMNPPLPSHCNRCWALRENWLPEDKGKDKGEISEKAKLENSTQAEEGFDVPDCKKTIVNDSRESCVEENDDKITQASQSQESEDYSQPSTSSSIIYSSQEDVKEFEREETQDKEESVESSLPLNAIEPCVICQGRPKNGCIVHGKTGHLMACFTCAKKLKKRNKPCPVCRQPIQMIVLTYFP
#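 Material: Stable MDM2–luciferase fusion reporter cells | Amount: 2000 cells seeded into each well | Dosing: One concentration, 5 µM, with 0.2% DMSO | Incubation: 4 h cell settling then 2 h compound exposure, 37 °C | Measured by: Luciferase luminescence | Read-out basis: % enhancement relative to plate controls after blank subtraction | Benchmarks: Control and blank well means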
# FXIa inh – blocks human coagulation factor XIa protease activity; P03951; inhibition, % at 5 µM; actives 0.14% (n = 220,000); AID 798; purified FXIa, Boc-Glu-Ala-Arg-AMC fluorogenic substrate;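 active = inhibition of at least 40%; inactive = inhibition below 40%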;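 also: fluorescence of freed AMC excited at 355 nm; 0% = enzyme without compound and 100% = no enzyme blank; many of its hits are not listed in these tables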
# eIF4E-4G inh – inhibitors of eIF4E and eIF4G interaction in translation initiation; actives 0.37% (n = 220,000); TR-FRET eIF4E-eIF4GI(517-606) binding, 2 h; inhibition, % at 21.7 µM;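 active = inhibition above about 30%, limit read from the data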;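 also: 0% = full FRET control wells and 100% = background wells lacking eIF4GI fragment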
# p97 ATPase inh – inhibitors of human p97 ATPase | P55072 | recombinant p97 ATPase, Kinase-Glo ATP luminescence, 3 h | inhibition, % at 8 µM | actives 0.42% (n = 220,000); in the data active = inhibition above about 15%;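 also: 0% = DMSO vehicle and 100% = wells lacking enzyme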
# Rad51 HR inh – Rad51 (human) homologous recombination inhibition; Q06609; hRad51 DNA strand exchange, fluorescence dequenching; inhibition, % at 10 µM; actives 0.085% (n = 200,000); AID 1385;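 active = inhibition above 40% at the single screening dose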;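 also: 0% = DMSO control wells and 100% = blanks with heterologous ssDNA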
#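 Material: human Rad51–ssDNA filaments; Probe or stimulus: labelled 47-mer dsDNA for strand exchange; Doses: single 10 µM dose; Incubation: 37 °C 15-min filament assembly, 30-min compound preincubation, 15-min exchange; Technique: FRET fluorescence dequenching, excitation 485 nm, emission 520 nm; Measure: Fluorescence-based percent inhibition, control- and blank-normalised; Benchmarks: plate control and blank wells.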
# Wee1 degr inh – inhibitors of human Wee1 degradation; P30291; HeLa Luc-Wee1K328M stability, luciferase luminescence; 100% = proteasome inhibitor MG132 effect; reporter increase, % at 5 µM; actives 1.2% (n = 220,000); AID 1321;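 active = activation above the mean of all tested compounds plus 3 SD, set per screening run, cut at about 8.8% in these data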;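 also: cells exposed to compound for 20 h before luminescence read; 0% = DMSO alone and 100% = MG132 at 30 µM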
# Target sequence (P30291 whole entry K328M): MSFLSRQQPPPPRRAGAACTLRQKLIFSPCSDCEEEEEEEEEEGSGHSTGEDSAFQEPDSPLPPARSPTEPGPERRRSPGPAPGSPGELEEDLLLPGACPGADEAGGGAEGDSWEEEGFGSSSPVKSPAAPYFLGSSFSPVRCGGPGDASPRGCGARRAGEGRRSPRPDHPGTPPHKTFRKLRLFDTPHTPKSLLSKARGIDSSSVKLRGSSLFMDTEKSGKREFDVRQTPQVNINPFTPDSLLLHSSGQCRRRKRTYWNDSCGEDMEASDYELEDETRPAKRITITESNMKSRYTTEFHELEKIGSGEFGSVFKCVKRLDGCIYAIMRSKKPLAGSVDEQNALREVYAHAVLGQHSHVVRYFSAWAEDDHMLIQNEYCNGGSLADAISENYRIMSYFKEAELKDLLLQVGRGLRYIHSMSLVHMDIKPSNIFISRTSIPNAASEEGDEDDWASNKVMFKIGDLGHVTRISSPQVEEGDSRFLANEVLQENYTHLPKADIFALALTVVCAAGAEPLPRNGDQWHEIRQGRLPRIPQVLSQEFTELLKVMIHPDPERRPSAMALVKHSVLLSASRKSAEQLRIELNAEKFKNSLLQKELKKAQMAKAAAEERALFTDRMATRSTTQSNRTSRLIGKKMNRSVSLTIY
# FXIIa inh 1536 – blocks human coagulation factor XIIa protease activity; P00748; purified FXIIa, Boc-QGR-AMC fluorogenic substrate, 2 h; inhibition, % at 5 µM; actives 0.3% (n = 220,000); in the data active = inhibition above about 40%;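 also: 0% = enzyme with no compound and 100% = blank without enzyme; many of its hits are not listed in these tables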
# 14-3-3 Bad PPI – disrupts binding of bovine 14-3-3 zeta to phospho-Bad peptide. AID 781. actives 0.71% (n = 220,000). TR-FRET 14-3-3zeta/Dy647-pBad peptide displacement, 1 h. P63103. inhibition, % at 21.7 µM;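 active = inhibition above about 70%, limit read from the data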;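 also: 0% = full 14-3-3 plus peptide FRET controls and 100% = background without 14-3-3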
# KLK5 inh – inhibitors of human kallikrein 5; recombinant hK5, fluorogenic AMC substrate cleavage; inhibition, % at 5 µM; actives 0.59% (n = 210,000); AID 873;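 active = inhibition of 40% or more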;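 also: 0% = enzyme controls without compound and 100% = no-enzyme blanks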
# Active calls of the source: *; i = inactive; / = no result given; [ ] = remark or other dose.
1) Cc1ccccc1NCC(=O)N/N=C\c1ccc([N+](=O)[O-])s1
2) Cc1ccccc1NC(=O)CSc1nc(COc2ccccc2)nc2ccccc12
3) COC(=O)C(NC(C)=O)(Nc1nc2ccc(C)cc2s1)C(F)(F)F (configuration not stated)
4) CCOc1ccc(S(=O)(=O)N2CCN(c3ccc(OC)cc3)CC2)c2cccnc12
5) CCN1C(=O)[C@@H]2[C@H](C1=O)[C@@H]1C[C@H]3C(=O)N(CC)C(=O)[C@H]3[C@@H]3C1=C(C(=O)N1C(=O)OC(=NCC4CC4)[C@]31C)[C@@H]2C
6) COc1cccc(C(C#N)N2CCCCC2)c1O (configuration not stated)
7) COc1cccc(C(=O)/C=C/Nc2cc(C)ccc2O)c1
8) CC1Cc2cc(/C(O)=C3/C(=O)C(=O)N(CC4CCCO4)C3c3ccco3)ccc2O1 (configuration not stated)

Compound	1	2	3	4	5	6	7	8
MDM2 E3 inh	0	-9	-7	-15	-2	-8	-2	-26
FXIa inh	11	6	4	-1	-3	5	4	-8
eIF4E-4G inh	-1	-39	0[fluorescence artefact?]	4	-2	-1	3[fluorescence artefact?]	3
p97 ATPase inh	0	2	3	-5	/	2	5	2
Rad51 HR inh	23	2	4	13	-1	3	-1	/
Wee1 degr inh	0	-5	0	-3	/	-3	5	-1
FXIIa inh 1536	5	16	4	12	4	6	16	1
14-3-3 Bad PPI	-14	6	-5[fluorescence artefact?]	7	-4	3	11[fluorescence artefact?]	8
KLK5 inh	-25	5	-16	2	-1	-2	-1	-62

# 8 entries from above, with values under each structure:
# Every second line gives: MDM2 E3 inh | FXIa inh | eIF4E-4G inh | p97 ATPase inh | Rad51 HR inh | Wee1 degr inh | FXIIa inh 1536 | 14-3-3 Bad PPI | KLK5 inh
(1) Cc1ccccc1NCC(=O)N/N=C\c1ccc([N+](=O)[O-])s1
    0 | 11 | -1 | 0 | 23 | 0 | 5 | -14 | -25
(2) Cc1ccccc1NC(=O)CSc1nc(COc2ccccc2)nc2ccccc12
    -9 | 6 | -39 | 2 | 2 | -5 | 16 | 6 | 5
(3) COC(=O)C(NC(C)=O)(Nc1nc2ccc(C)cc2s1)C(F)(F)F (configuration not stated)
    -7 | 4 | 0[fluorescence artefact?] | 3 | 4 | 0 | 4 | -5[fluorescence artefact?] | -16
(4) CCOc1ccc(S(=O)(=O)N2CCN(c3ccc(OC)cc3)CC2)c2cccnc12
    -15 | -1 | 4 | -5 | 13 | -3 | 12 | 7 | 2
(5) CCN1C(=O)[C@@H]2[C@H](C1=O)[C@@H]1C[C@H]3C(=O)N(CC)C(=O)[C@H]3[C@@H]3C1=C(C(=O)N1C(=O)OC(=NCC4CC4)[C@]31C)[C@@H]2C
    -2 | -3 | -2 | / | -1 | / | 4 | -4 | -1
(6) COc1cccc(C(C#N)N2CCCCC2)c1O (configuration not stated)
    -8 | 5 | -1 | 2 | 3 | -3 | 6 | 3 | -2
(7) COc1cccc(C(=O)/C=C/Nc2cc(C)ccc2O)c1
    -2 | 4 | 3[fluorescence artefact?] | 5 | -1 | 5 | 16 | 11[fluorescence artefact?] | -1
(8) CC1Cc2cc(/C(O)=C3/C(=O)C(=O)N(CC4CCCO4)C3c3ccco3)ccc2O1 (configuration not stated)
    -26 | -8 | 3 | 2 | / | -1 | 1 | 8 | -62

# (further entries)
9) CC(=O)N1CCc2cc(S(=O)(=O)NCCC(=O)N3CCN(Cc4ccccc4)CC3)ccc21
10) Cc1cccc(NS(=O)(=O)c2cnc[nH]2)c1
11) CN(C)c1ccc(CNn2cnnc2SCC(=O)NC(C)(C)C)cc1
12) CCOC(=O)c1nnc(-c2ccccc2)o1
13) COc1ccc(OC)c(-c2csc(NC(=O)CSc3ccc([N+](=O)[O-])cc3)n2)c1
14) NNC(=O)CN1CCN(c2ncc(C(F)(F)F)cc2Cl)CC1
15) COc1ccc2cc(-c3[nH]ncc3CNCCn3nc(C)cc3C)ccc2c1
16) CCCCCCCCCCCC(=O)c1c(O)cccc1O

Compound	9	10	11	12	13	14	15	16
MDM2 E3 inh	14	-8	-2	14	/	-11	-33	10
FXIa inh	6	10	-1	-5	1	-1	1	0
eIF4E-4G inh	8[fluorescence artefact?]	2	3	-6	6	-2	-1	2
p97 ATPase inh	-3	2	-1	3	3	2	0	6
Rad51 HR inh	6	/	-5	-4	/	16	-6	-19
Wee1 degr inh	-1	2	-3	-2	2	0	4	4
FXIIa inh 1536	19	14	8	-5	7	9	11	12
14-3-3 Bad PPI	-8[fluorescence artefact?]	1	-5	-2	-15[fluorescence artefact?]	-4	-14	-8
KLK5 inh	-6	-10	4	1	-34	0	/	0

17) CC1=Nc2ccccc2N=C(NC(=O)c2ccccc2)C1c1ccc(Cl)cc1 (configuration not stated)
18) COCC(=O)Nc1ccccc1C#N
19) CCN(CC)C(=O)CSc1nnc([C@@H](N)Cc2ccccc2)o1
20) O=C(Nc1ccc(F)c(F)c1)c1cc(S(=O)(=O)N2CCN(c3ccccn3)CC2)ccc1F
21) COc1ccccc1Sc1nc(-c2ccccn2)ncc1OC
22) CCN(CC)CCN(C)c1ccc(N2C(=O)C3CC=CCC3C2=O)cc1[N+](=O)[O-] (configuration not stated)
23) O=C(Nc1cccnc1)c1ccc2c(c1)C(=O)N(Cc1cccnc1)C2=O
24) Cc1c(C(=O)O)oc2c1C(O)CCC2 (configuration not stated)

Compound	17	18	19	20	21	22	23	24
MDM2 E3 inh	-14	-6	-7	-16	-8	2	-11	-6
FXIa inh	-2	3	-1	17	-7	0	-5	-2
eIF4E-4G inh	-4	-7	-2	2	-1	4	5	/
p97 ATPase inh	3	1	/	4	-7	0	7	2
Rad51 HR inh	/	/	-3	1	-11	30	-1	-2
Wee1 degr inh	-1	-1	/	-1	-2	-1	0	-1
FXIIa inh 1536	9	13	-2	20	8	6	-14	6
14-3-3 Bad PPI	-8	1[fluorescence artefact?]	15	8	-11	-20	2	/
KLK5 inh	/	-12	-6	-5	4	1	-25	-2

25) O=C(NCc1cccnc1)C(=O)NC1CCCCC1
26) O=C(N/N=C/c1sc(N2CCOCC2)nc1-c1ccccc1)c1ccccc1Cl
27) Cc1ccc(C2CC(C(F)(F)F)n3nc(C(=O)NCc4ccco4)cc3N2)cc1 (configuration not stated)
28) Cc1ccccc1-n1cc(CNCc2c(C(=O)N(C)C)nc3ccc(Cl)cn23)cn1
29) CCOc1ccccc1NC(=O)C(OC(=O)c1ccc(O)cc1)c1ccccc1 (configuration not stated)
30) O=C(Cc1ccc(Cl)cc1)Nc1cccc2ncccc12
31) CCCC(=O)N(CC(=O)Nc1sc(C)c(C)c1C(N)=O)Cc1ccccc1
32) CCCCNC(=S)NNC(=O)C12CC3CC(CC(C3)C1)C2

Compound	25	26	27	28	29	30	31	32
MDM2 E3 inh	-12	-10	-13	5	-5	-2	-11	-5
FXIa inh	2	7	-8	-4	6	1	-5	-12
eIF4E-4G inh	2	-5	-8	-3	4[fluorescence artefact?]	-2	3	1
p97 ATPase inh	2	2	2	-1	-1	1	0	-4
Rad51 HR inh	4	11	-2	-10	0	29	0	106*
Wee1 degr inh	4	3	-1	-1	7	2	3	-2
FXIIa inh 1536	8	6	9	8	-2	8	8	8
14-3-3 Bad PPI	0	-29	1	-2	13	0	-1	0
KLK5 inh	5	-3	-7	-2	-2	-1	8	-26

33) CNc1nnc(-c2ccc(C)cc2)c2ccccc12
34) CN(CC(=O)Nc1ccc(C#N)cc1)CC(=O)Nc1ccc(N2CCOCC2)cc1
35) CC(C)C(=O)Nc1ccc(-c2nc3cccnc3o2)cc1
36) CCN(CC)c1ccc(/C=N/N2CCN(c3ccccn3)CC2)cc1
37) NNC(=O)c1cccc(COCC(F)(F)C(F)F)c1
38) COc1nc(Nc2ccc3c(c2)OCO3)nc(OC)n1
39) Cc1oc(-c2cccc(F)c2)nc1CN(Cc1ccccc1)C[C@@H]1CCC(=O)N1
40) COCc1cc(=O)[nH]c(Nc2nc3ccc(C)cc3o2)n1

Compound	33	34	35	36	37	38	39	40
MDM2 E3 inh	-2	-10	-7	-16	-9	-4	1	36*
FXIa inh	1	3	6	0	-11	1	-3	9
eIF4E-4G inh	0	-3	4[fluorescence artefact?]	12	-2	5	2	-2
p97 ATPase inh	-3	5	1	-1	-10	/	0	3
Rad51 HR inh	10	-1	1	12	8	7	/	6
Wee1 degr inh	-1	-2	0	-3	0	/	1	8.9*
FXIIa inh 1536	10	4	-6	15	0	12	-1	19
14-3-3 Bad PPI	-9	-1	4	-1	2	6	5	1
KLK5 inh	2	-5	-2	5	14	3	-11	-14

41) Nn1c(SC/C=C/c2ccccc2)nnc1-c1ccncc1
42) CCN(CC)c1ccc(/C=C2/C(=O)c3ccc(C(=O)O)cc3C2=O)cc1
43) COC(C[C@H](O)C[C@H](O)[C@H](C)OCc1ccccc1)OC
44) COC(=O)C1C(O)=C(C=NC2CCCCC2)C(=O)CC1(C)C (configuration not stated)
45) CCN=C1NN=C(c2cc(C)n(CCc3ccccc3)c2C)CS1
46) Cc1ccc(-c2ccc(C)c(N)c2C)c(C)c1N
47) CC1CCCCN1S(=O)(=O)c1ccc2c(c1)CCN2C(=O)C1CCC1 (configuration not stated)
48) CCOC(=O)C1(C)C=C(Nc2ccc(C)cc2)C(=O)N1c1ccc(C)cc1 (configuration not stated)

Compound	41	42	43	44	45	46	47	48
MDM2 E3 inh	-18	63*	-6	-10	-8	-9	4	-8
FXIa inh	-4	11	24	-1	-5	-4	-22	-3
eIF4E-4G inh	0	9[fluorescence artefact?]	-1	-2	12	-1	0	0
p97 ATPase inh	0	6	/	7	4	1	-4	1
Rad51 HR inh	/	i	-3	/	-1	0	/	30
Wee1 degr inh	-1	4	/	0	5	0	8.8*	7
FXIIa inh 1536	-3	19	36	10	5	-3	10	5
14-3-3 Bad PPI	-2	-11[fluorescence artefact?]	0	-10	92*	-9	4	-17
KLK5 inh	5	-11	19	-2	0	-23	6	0

49) CCc1ccc(C(=O)COC(=O)c2ccc(Cl)nc2)cc1
50) Cc1nnc(SCC(=O)Nc2nc(-c3ccc(F)cc3)cs2)[nH]c1=O
51) Cc1ccc(C[n+]2cc(-c3ccc(Cl)cc3)n3c2CCC3)cc1
52) Cc1cc(NC(=O)CSc2nc3ccsc3c(=O)n2NC(=O)c2ccccc2)no1
53) Nc1ccc(N2CCN(CCCCN3C(=O)C4CCCN4C3=O)CC2)cc1 (configuration not stated)
54) C/C(=N\NC(=O)Cc1cccn1C)c1ccco1
55) CCOC(=O)Cc1csc(NC(=O)/C=C/c2ccco2)n1
56) Cc1ccc(-c2nc(C=Nc3ccccc3)c(O)o2)cc1
57) Cc1ccc(SC(C)c2nc(-c3ccncc3)no2)cc1 (configuration not stated)
58) O=C(Cn1c(=O)oc2cc(S(=O)(=O)N3CCCCCC3)ccc21)NC1CCCCCCC1

Compound	49	50	51	52	53	54	55	56	57	58
MDM2 E3 inh	-14	-11	-21	/	14	-23	/	/	-3	-18
FXIa inh	-2	6	-12	6	3	-1	-1	6	6	1
eIF4E-4G inh	-1	0	-1	3	14[fluorescence artefact?]	44*	-7	3	-14	-2
p97 ATPase inh	-1	0	3	3	2	5	-5	0	-2	3
Rad51 HR inh	10	3	-11	-2	21	-21	/	/	0	-1
Wee1 degr inh	-1	-4	-3	0	-2	-2	2	0	0	3
FXIIa inh 1536	2	11	-3	18	1	3	5	14	13	12
14-3-3 Bad PPI	-11	4	1	-2	2	-2	1	-9	6	20
KLK5 inh	-3	2	-2	1	-12	2	1	/	-11	1
